From PubChem
AI-2 QS mod: modulators of Vibrio harveyi AI-2 quorum sensing system; Vibrio harveyi JMH597 AI-2 luminescence/OD600 ratio, 9 h; active compounds read low; strain lacks LuxN and CqsS sensors; 0 = neutral-control median; activity change, % at 7.5 µM; AID 2094; 0.4% of 300,000 active; in the data active = activity change below about -75%, passing the limit was not always enough;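 note: luminescence divided by OD600 gain over 9 h not by final OD600 alone; inactives centre near 13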
HSF1 inh: HSF1 inhibition; activity change, negative = inhibition, % at 7.5 µM (by protocol); 0.77% of 300,000 active; NIH3T3-HGL HSE-luciferase, MG132-induced, luminescence 8 h; active compounds read low; AID 2098;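 active = more than half of replicate wells show activity change below -50%, luminescence cut by over half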;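 note: luciferase reports HSF-1 transcriptional activity via heat shock element; 0% = median of DMSO wells and -100% = zero luminescence signal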
SKKanGAS inh: inhibitors of SKKanGAS S. pyogenes growth in kanamycin (SK-promoter or general growth effect); BacTiter-Glo, 6 h; inhibition, % at 7.5 µM; 1.3% of 300,000 active;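 active = mean replicate score, as percent of positive control median, at least 50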;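 note: strain carries kanamycin resistance gene driven by streptokinase promoter and grows in 40 µg/ml kanamycin; loss of luminescence reflects streptokinase promoter inhibition or plain growth inhibition; 0% = median of DMSO wells and 100% = positive control at its reference dose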
Platelet DG rel: platelet dense granule release activity. 0.22% of 300,000 active. human platelet-rich plasma, SFLLRN dense granule ATP release, luminescence. inhibition, %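 (compounds screened at 7.5 µM in platelet-rich plasma)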;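 active = mean replicate score, as percent of positive control, at or above 50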
HIF act: HIF pathway transcriptional activation. 0.32% of 300,000 active. U2OS HRE-luciferase reporter, luminescence; normalized: DMSO 0%, desferrioxamine 100%. activation, % at 7.5 µM (by protocol);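 active = mean activation of at least 10% of the iron chelator positive control signal, with at least half of replicates also reaching 10%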
HSF1 activator: increases HSF-1 driven luciferase reporter signal | NIH3T3-HGL HSF-1 luciferase reporter, MG132, 8 h; 100% = twice DMSO control signal | activation, % at 9 µM | 1.7% of 300,000 active | AID 504408;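 active = mean replicate activation of at least 50% with a set share of replicates each reaching 50%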;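 note: 0% = median of the neutral control wells and 100% = twice that signal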
aSyn 5UTR inh: MLPCN primary screen, SNCA 5' untranslated region; alpha-synuclein 5'UTR reporter, inhibitor activity; inhibition, % (tested at 7.5 µM); 0.82% of 300,000 active; AID 1813; in the data active = inhibition above about 60%;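 note: H4 neuroglioblastoma cells stably carrying SNCA 5'UTR luciferase fusion; 0% = DMSO wells and 100% = positive control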
IEC-6 tox: counter-screen for KLF5 inhibitors: cytotoxicity in IEC-6 cells. 0.78% of 290,000 active. inhibition, % at 5 µM. IEC-6 cytotoxicity, luminescence viability; in the data active = inhibition above about 22%;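 note: 0% = plate median of test compound wells and 100% = cytotoxic reference compound wells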
KLF5 inh: suppresses KLF5 promoter-driven expression | DLD-1 KLF5 promoter-luciferase reporter, luminescence | inhibition, % at 5 µM | 0.23% of 290,000 active | AID 1700;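 active = inhibition above a per-plate limit of that plate's mean compound inhibition plus 3 SD, cut at about 60% in these data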;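 note: 0% = DMSO wells and 100% = LY294002 at 200 µM; higher means less KLF5 promoter-driven luciferase light; inactives centre near -14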
HSP90 inh: blocks HSP90-mediated luciferase refolding in reticulocyte lysate | Rabbit reticulocyte lysate, luciferase refolding luminescence, 3 h | inhibition, % at 5.6 µM | 0.91% of 290,000 active | AID 1789;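 active = inhibition above the screen-wide mean plus 3 SD, computed separately per campaign, cut at about 16% in these data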;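 note: 0% = DMSO wells and 100% = 60 µM geldanamycin wells; inhibitors lower the luminescence because luciferase stays unfolded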
Starred values were filed as active, the others as inactive; . = no result given. Hits appear at their usual frequency; overall some 6% were active at least once.

SMILES | AI-2 QS mod | HSF1 inh | SKKanGAS inh | Platelet DG rel | HIF act | HSF1 activator | aSyn 5UTR inh | IEC-6 tox | KLF5 inh | HSP90 inh
CC(C)C(NS(=O)(=O)c1cccs1)C(=O)NCc1ccccc1Cl (configuration not stated) | 7.5 | 0.0 | 3.0 | 9.7 | 0.1 | 24.6 | 6.1 | 3.5 | 12.6 | 0.8
CN(Cc1ccon1)Cc1cn(C)nc1-c1ccc(Oc2ccccc2)cc1 | -16.1 | 1.6 | 4.8 | -2.2 | -0.2 | -13.7 | 9.0 | -2.2 | -4.3 | 3.2
CSc1nnc(C2CCCN2)n1C (configuration not stated) | 6.9 | 5.8 | 2.0 | 6.7 | 0.0 | 5.3 | 10.8 | -0.3 | -45.6 | 3.6
COc1ccc(-c2nnc(SCC(=O)Nc3cc(F)ccc3C)o2)cc1 | 5.4 | -0.1 | -7.0 | 1.3 | 2.0 | -2.1 | -160.9 | 0.0 | -57.5 | -0.1
CC(=O)Nc1ccc(CN2CCN(CCc3ccccc3)C(CCO)C2)cc1 (configuration not stated) | 18.7 | 1.6 | -2.2 | 4.5 | -0.2 | -9.5 | -9.0 | -5.4 | -41.9 | -0.8
Cc1ccc(-c2cc(C(=O)N/N=C/c3ccoc3)c3ccccc3n2)cc1 | 7.5 | . | . | . | . | . | . | -2.9 | -13.3 | 0.3
Cn1c(=O)n(C)c2cc(S(=O)(=O)Nc3ccccc3C(=O)O)ccc21 | 13.2 | -0.1 | -0.9 | -6.1 | -0.5 | -0.8 | 2.9 | -13.4 | -21.0 | 0.8
CCOC(=O)Cn1c(=O)n(Cc2ccco2)c(=O)c2ccc(C(=O)NC3CCCC3)cc21 | 42.0 | 3.9 | -3.4 | 89.6* | -0.4 | 7.4 | 6.7 | -3.9 | -6.1 | 2.5
Cc1ccc(N2CCN(C3=NC(=O)C(Cc4ccccc4)S3)CC2)cc1 (configuration not stated) | 23.1 | -0.1 | -3.1 | 20.7 | 0.1 | 20.6 | -4.7 | -3.0 | -1.8 | 0.2
CCn1c(SCC(=O)N/N=C/C=C/c2ccccc2[N+](=O)[O-])nnc1-c1ccccc1 | 11.6 | 1.8 | 0.8 | -1.6 | -0.4 | 4.4 | -17.0 | 0.2 | -3.0 | -1.4
Cc1cccc(Nc2nc(N)nc(CC(=O)CSc3ccc(Cl)cc3)n2)c1 | 11.5 | -2.4 | -7.8 | -13.9 | -0.2 | 23.9 | -5.5 | -1.2 | -6.8 | 1.8
COc1ccc(CCNC(=O)c2oc3ccc(S(=O)(=O)N4CCOCC4)cc3c2C)cc1OC | 19.2 | -5.3 | -23.7 | 1.8 | -0.2 | -6.9 | 6.5 | -0.6 | -10.6 | -0.5
CN(C[C@H](Cc1ccccc1)N(C[C@@H](CC1CCCCC1)N(CCc1ccccc1)N=O)N=O)N=O | 25.2 | 1.9 | 4.5 | -0.8 | -0.2 | -2.5 | 26.2 | 3.7 | -12.8 | -2.2
CC(Nc1ccccc1)c1ccncc1 (configuration not stated) | 0.8 | 4.5 | 3.1 | -22.0 | -1.6 | 4.8 | 26.5 | -3.0 | -17.6 | -1.0
Cc1nc2ncnn2c(C)c1CCC(=O)NC(C)c1ccc2c(c1)OCCO2 (configuration not stated) | 12.1 | -29.3 | -3.1 | 5.2 | -0.7 | -46.2 | 9.0 | 2.4 | -0.6 | 3.6
CC(C)C1CCC(C(=O)N[C@H](Cc2ccccc2)C(=O)O)CC1 (some centres not stated) | 20.2 | 11.5 | 6.0 | 0.9 | 0.0 | 2.4 | -12.3 | -1.0 | -20.2 | 1.1
CC(C)c1ccc(NC2CCCN(C(=O)c3ccnn3C)C2)cc1 (configuration not stated) | 11.2 | -1.9 | 13.9 | -8.9 | 0.6 | -4.0 | -7.9 | 1.5 | -35.8 | -1.5
CCOC(=O)n1c(=O)n(Cc2cccc(C)c2)c2ccccc21 | 9.4 | -11.9 | 5.7 | -4.6 | 1.0 | -33.5 | -7.5 | -1.6 | -21.5 | -4.0
Cc1c(C(=O)Nc2ccc(Cl)cc2)c2ccccn2c1CCc1ccncc1 | 5.8 | 37.4 | -6.9 | 26.4 | 0.3 | 65.8* | -115.1 | 6.7 | -11.9 | 4.2
Cn1c(=O)c2c(ncn2CC(=O)N2CCN(c3ccc(F)cc3)CC2)n(C)c1=O | 16.6 | -0.8 | 0.8 | 18.9 | -2.9 | 13.9 | -6.7 | 3.2 | 8.1 | 2.2
CCOC(=O)C1CCN(C(=O)N(CC)CC)CC1 | 15.8 | -29.5 | -2.2 | 0.1 | 0.0 | -35.1 | -6.1 | -4.1 | -0.9 | -0.8
CC1(C)Cc2c(C#N)c(NCCc3ccccc3)nc(-c3ccco3)c2CO1 | 57.0 | 11.7 | -4.5 | 7.8 | -0.1 | 13.1 | 14.8 | -4.5 | -3.7 | 6.1
O=P1(O)C=C(c2ccccc2)NC(c2ccccc2)=C1 | 37.5 | -0.4 | -0.9 | 1.7 | 0.1 | -1.8 | 13.5 | -8.1 | -11.4 | -2.5
O=C(CCc1c[nH]c2ccccc12)NCCc1ccc2c(c1)OCCO2 | 11.2 | -5.3 | 14.5 | 2.5 | 0.6 | 5.6 | -47.3 | -8.8 | -11.1 | 8.6
O=S(=O)(c1cccc2nsnc12)N1CCOCC1 | 8.4 | 0.0 | -1.9 | -1.0 | -0.2 | -13.3 | 4.9 | 5.9 | -52.1 | -0.2

Limited to HSF1 activator, KLF5 inh and aSyn 5UTR inh (three entries from above):
smiles	HSF1 activator	KLF5 inh	aSyn 5UTR inh
Cc1cccc(Nc2nc(N)nc(CC(=O)CSc3ccc(Cl)cc3)n2)c1	23.9	-6.8	-5.5
COc1ccc(CCNC(=O)c2oc3ccc(S(=O)(=O)N4CCOCC4)cc3c2C)cc1OC	-6.9	-10.6	6.5
CN(C[C@H](Cc1ccccc1)N(C[C@@H](CC1CCCCC1)N(CCc1ccccc1)N=O)N=O)N=O	-2.5	-12.8	26.2

The list goes on.
SMILES | AI-2 QS mod | HSF1 inh | SKKanGAS inh | Platelet DG rel | HIF act | HSF1 activator | aSyn 5UTR inh | IEC-6 tox | KLF5 inh | HSP90 inh
COc1ccc(S(=O)(=O)Nc2ccccc2-c2nnn(CC(=O)Nc3ccccc3OC)n2)cc1 | 6.2 | 10.7 | -7.5 | 0.1 | 0.0 | 19.2 | -25.2 | -7.1 | -29.1 | -1.3
O=C(CSc1ncnc2ccccc12)NCCCO | 9.8 | . | -4.4 | . | . | . | . | -5.8 | 12.0 | 2.4
O=C(COC(=O)c1cc[n+]([O-])cc1)Nc1ccc(Cl)cc1[N+](=O)[O-] | -5.7 | -0.1 | -0.6 | -6.5 | -0.8 | -13.4 | -8.5 | -6.5 | -4.9 | 2.4
NC(=O)c1c(NC(=O)CSc2nnc(-c3ccccc3)n2CC2CCCO2)sc2c1CCC2 (configuration not stated) | 38.7 | 4.0 | -6.0 | -62.9 | -0.7 | 8.8 | -31.3 | -11.1 | -10.6 | 0.4
CC(C)=CCCC(C)CN1CCC(N2CCC(C(=O)N3CCCC3)CC2)CC1 (configuration not stated) | 11.2 | -0.5 | 0.7 | 1.9 | 0.9 | 7.9 | -9.9 | 4.7 | 11.2 | 3.4
CCOc1ccc(NC(=O)C2CCN(S(=O)(=O)c3cccnc3)CC2)cc1 | -86.3* | 1.3 | -0.5 | 2.3 | -0.8 | -4.5 | 13.0 | 2.2 | -57.1 | 3.4
CC(=O)N1CCN(Cc2nc3cc([N+](=O)[O-])ccc3n2C)CC1 | 15.1 | -6.7 | 1.7 | 12.1 | -1.3 | -1.2 | 3.8 | 8.6 | -20.6 | -0.2
Cc1cc(C(=O)COC(=O)c2ccc3c(c2)NC(=O)CS3)c(C)n1CC1CCCO1 (configuration not stated) | 26.9 | -1.7 | 25.9 | 2.9 | 0.2 | 7.1 | -31.7 | 0.4 | -1.7 | 0.6
Cc1ccc(NC(=S)c2ccncc2)c(C)c1 | 14.6 | 15.6 | -0.2 | 0.2 | 0.1 | 39.0 | 32.3 | -4.3 | -21.5 | 2.8
Cc1ccc2nc(-c3ccccc3)oc(=O)c2c1 | 14.5 | 0.2 | -3.9 | -0.5 | 1.6 | 3.1 | -7.8 | -1.7 | -9.6 | -2.8
Cc1ccc(NC2c3ncccc3C(=O)N2C2CCCCC2)cc1C (configuration not stated) | -3.5 | 0.1 | 5.7 | 6.9 | 0.1 | -2.1 | -18.3 | -9.4 | 1.9 | -0.2
Cn1cccc1CNC1CCCCC1 | 32.1 | 0.2 | -0.4 | 1.3 | -0.3 | 3.9 | 3.1 | -3.6 | -44.3 | -1.2
Cn1c(SC(C(=O)Nc2ccc(F)cc2)c2ccccc2)nc2ccccc21 (configuration not stated) | 12.0 | -0.2 | 0.4 | 10.0 | -0.4 | 8.1 | -12.2 | 6.6 | -9.4 | 2.2
Cc1ccc2c(c1)c(C1=NC(=S)NC1=O)c(O)n2C | 13.7 | 9.7 | 5.3 | 17.8 | -1.1 | -7.3 | -20.2 | 7.4 | -4.5 | 0.4
O=C(N/N=C/c1cc([N+](=O)[O-])ccc1N1CCCCCC1)c1ccccn1 | 53.2 | -2.9 | 5.2 | -1.7 | 0.3 | 19.5 | -18.0 | 1.3 | -6.6 | -0.8
C=CCN(CC=C)CCOc1ccc(OC(C)C)cc1 | 19.9 | -3.6 | 2.7 | 5.1 | 0.7 | 7.4 | -63.3 | -0.6 | 13.6 | -3.5
O=C(/C=C/c1ccc(Cl)cc1)NCCCN1CCOCC1 | 17.5 | -10.8 | 2.6 | -1.5 | -0.5 | -0.1 | -0.2 | 0.0 | -12.9 | 3.6
Cc1cccc(C(=O)Nc2scc(CC(C)C)c2C(=O)O)c1 | 4.0 | -7.9 | 29.1 | -9.7 | -0.2 | -6.9 | 10.8 | 3.4 | -31.1 | -3.2
COc1ccccc1NS(=O)(=O)c1cc2c3c(c1)CCN3C(=O)CC2 | -8.0 | 1.6 | 1.7 | 2.8 | 1.3 | 5.5 | 1.6 | . | . | .
Cc1ccc(NC(=O)CN(C)C(=O)Cn2ncc(Cl)c(Cl)c2=O)cc1 | 29.6 | 29.2 | -1.9 | 13.9 | -6.5 | 52.2* | 81.7* | 18.9 | -15.6 | 0.3
COc1ccc(NC(=O)c2ccco2)cc1NC(=O)c1ccc(C)cc1 | 13.3 | -3.3 | -6.5 | 6.7 | 0.5 | -9.8 | -2.9 | -2.6 | -28.9 | 1.7
CC(=O)c1ccc(Nc2cc(C)nc3ccc(C)cc23)cc1 | 31.3 | 2.3 | -5.0 | 2.1 | 0.2 | -2.5 | -11.4 | 12.8 | -0.9 | 0.9
CCn1cc(CNC(=O)c2cc(-c3ccccc3OC)nc3ccccc23)c(C)n1 | -10.1 | -12.1 | 1.9 | 2.6 | -24.9 | -30.6 | -37.0 | -3.9 | 2.3 | -3.0
COc1cc(C(=O)O)nc2ccc([N+](=O)[O-])cc12 | 48.3 | -7.9 | 9.2 | -0.8 | 0.5 | -5.1 | 12.2 | -0.8 | -7.0 | 1.9
CCOc1ccc2[nH]c(=O)c(CN(Cc3cccs3)Cc3nnnn3C(C)(C)CC)cc2c1 | 34.7 | 23.6 | 13.1 | 7.3 | -0.5 | 36.3 | 32.0 | 0.4 | 1.8 | 0.9
CCCCCOc1ccc(CSC2=NCCN2)cc1[N+](=O)[O-] | 27.8 | 1.7 | 6.9 | 1.6 | 2.2 | 36.5 | -150.0 | 14.7 | -60.0 | 0.6
